High-throughput results (PubChem)
Insulin prom inh: TRM-6 insulin promoter activity inhibition. inhibition, % at 2 µM. 0.9% of 130,000 active. TRM-6 cells (human fetal islet line), insulin promoter-eGFP reporter, imaging; reporter expression induced with tamoxifen. AID 1273;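 active = inhibition above the mean plus 3 SD, with well images judged a real hit on visual review, cut at about 60% in these data, passing the limit was not always enough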
SDO1 yeast rescue: sdo1-depleted yeast growth rescue; z-score at 10 µM; 0.21% of 140,000 active; S. cerevisiae sdo1-depleted JHY4D growth rescue, OD600 30 h; active compounds read high; pdr5 snq2 efflux-pump mutant strain;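 active = z-score above 3 at both the 24 hr and the 30 hr optical density reads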;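 note: z-score against mean and SD of all compound wells on the same plate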
SDO1 yeast rescue Rescue 24 h: recorded beside SDO1 yeast rescue, whose call it bears; z-score; S. cerevisiae sdo1-depleted JHY4D growth rescue, OD600; measured here: growth rescue at 24 h;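 0 is the plate mean of compound wells and units are plate SD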
Starred values were filed as active, the others as inactive; / = not tested or not shown; & = joins results of further samples; [ ] = another dose, or the depositor's remark. Some of the compounds tested; the hit share may differ from the screen's.

SMILES	SDO1 yeast rescue Rescue 24 h	Insulin prom inh	SDO1 yeast rescue
CC(O)/C=C/c1cccc[n+]1C (stereo not given)	-0.38	33.3	0.07
CCc1cccc2sc(NC(=O)c3ccc(N4C(=O)CCC4=O)cc3)nc12	0.99	42.9	-0.72
COc1cc(SC)ccc1C(=O)NCCCOC(C)C	0.37	45.7	0.93
Fc1ccc(CNC(=S)NC2CCCCCC2)cc1	/	26.3	/
Cc1sc2c(c1C)CN(CCN1CCOCC1)CN2C(=O)c1ccccc1	/	50.0	/
O=C(Nc1ccnc(-c2ccncc2)n1)c1cccs1	/	-81.8	/
COc1ccc(CCNC(=O)C(C)Sc2ccc(C)cc2)cc1OC (stereo not given)	-0.43	-40.0	-0.38
Cc1ccccc1NCC(=O)N/N=C/c1ccc([N+](=O)[O-])cc1	0.37	/	0.42
CCOC(=O)c1[nH]nc2c1C(=O)N(CC)C2=O	1.41&0.31	/	1.67&1.18
O=C(O)COc1ccc2c3c(c(=O)oc2c1)CCCC3	/	40.0	/
Cc1cc(C)n2nc(Nc3ccccc3)cc2n1	0.37	63.6	0.41
N#Cc1c(NC(=O)CSCC(=O)O)sc2c1CCCC2	0.21	9.1	0.66
O=C(CCCC(=O)OCC(Cl)=C(Cl)Cl)Nc1cccc2ccccc12	-0.07	6.2	-0.45
CN(C)/C=N/c1nc2ncc(-c3ccc(Cl)cc3)c(/N=C/N(C)C)n2n1	/	0.0	/
CN(C)/C=C1\C(=O)N(C)N=C1C(F)(F)F	/	53.9	/
CCOC(=O)/C=c1\s/c(=C\c2ccccc2OC)c(=O)n1CC(=O)N1CCOCC1	-0.3	-78.6	-0.18
Cc1cccc(-n2c(CCN3C(=O)c4ccccc4C3=O)nc3ccccc3c2=O)n1	0.25	-3.6	-0.16
COc1ccc(C)cc1Nc1nc(-c2c(C)[nH]c3ccccc23)cs1	-0.09	3.7	-0.39
CCC(=O)Nc1cccc(NC(=O)c2ccc3c(c2)OCO3)c1	-0.82	/	-0.06
CC(NC(=S)Nc1ccccc1OC(F)F)C(C)(C)C (stereo not given)	-0.9	/	-0.35
CN(C)Cc1cc(CN(C)C)c(O)c(CCc2ccccc2)n1	0.77	9.6	0.99
CCC(=O)Nc1nc(-c2ccc3c(c2)OCCO3)cs1	-0.27	/	-0.46
CN(C)c1ccc(N2C(=O)CC(Sc3ccccc3C(=O)O)C2=O)cc1 (stereo not given)	-0.59	-69.2	0.21
COc1ccc(NC(=S)N2CCC(c3nc4ccc(Cl)cc4[nH]3)CC2)c(OC)c1	0.63	/	0.48
Cc1cccc2cc(C3CC(c4ccco4)=NN3S(=O)(=O)c3ccccc3)c(Cl)nc12 (stereo not given)	0.86	43.8	0.06
CCCCOc1ccc(Cl)cc1CSc1nnc(CC)n1N	-0.99	-16.2	-0.8
Nc1ccc(C(=O)OCC(=O)N2c3ccccc3Sc3ccccc32)cc1[N+](=O)[O-]	-1.37	14.3	-1.21
Cc1cc(C)n(-c2ccc(C(=O)NC3=NCCS3)cc2)n1	-0.68	/	0.37[13.3 µM]
CCN1CCN(c2nc(SC)nc3sc4c(c23)CC(C)(C)OC4)CC1	-0.98	-10.7	-0.82
CCNC(=O)C/C(C)=N/NC(=O)C12CC3CC(CC(C3)C1)C2	1.27	/	0.75

Compounds shown so far with fluorine, in the order listed:
SMILES	SDO1 yeast rescue Rescue 24 h	Insulin prom inh	SDO1 yeast rescue
Fc1ccc(CNC(=S)NC2CCCCCC2)cc1	/	26.3	/
CN(C)/C=C1\C(=O)N(C)N=C1C(F)(F)F	/	53.9	/
CC(NC(=S)Nc1ccccc1OC(F)F)C(C)(C)C (stereo not given)	-0.9	/	-0.35

Next section:
SMILES	SDO1 yeast rescue Rescue 24 h	Insulin prom inh	SDO1 yeast rescue
CCCc1nc(S(=O)(=O)Cc2ccc(Cl)cc2Cl)n[nH]1	-0.08	-46.1	0.18
c1ccc(-c2csc(N3CCN(c4ccccn4)CC3)n2)cc1	-0.15	60.0	-0.55
COc1cc(-c2nn3c(C4CCCCC4)nnc3s2)cc(OC)c1OC	-0.76	/	-0.8
COC(=O)c1nc2nc(-c3cccs3)cc(C(F)(F)F)n2n1	-0.68	15.4	0.11
CCN(CC)c1ccc(NC(=O)COc2ccccc2C)cc1S(=O)(=O)Nc1ccccc1OC	0.72	16.1	0.42
COc1ccc(Nc2ncc3c(n2)CC(c2ccccc2)CC3=O)cc1 (stereo not given)	0.55	7.7	-0.06
CC1CCN(S(=O)(=O)c2ccc(NC(=O)CN3CCN(C)CC3)cc2)CC1	0.48	-7.1	1.01
Cc1ccc2[nH]c(=O)c(CN(Cc3nnnn3C3CCCC3)C3CCCCC3)cc2c1	-1.66	/	-1.74
NC(=O)CSc1nc2sc3c(c2c2ncnn12)CCCC3	0.11	33.3	0.97
Cc1ccc(CCNC(=O)CS(=O)Cc2nc(-c3cccc(C)c3)oc2C)cc1 (stereo not given)	-1.26	/	-1.53
O=C(O)C1CCCCC1C(=O)NCc1ccc2c(c1)OCO2 (stereo not given)	/	7.1	/
COc1ccc(/C=N/N=C2/NC(=O)C(CC(=O)O)S2)cc1OCc1ccc(Cl)cc1Cl (stereo not given)	-1.16	/	-1.05
O=C(Cn1cc(C(=O)c2ccco2)c2ccccc21)Nc1ccccc1	-0.66	-6.9	-0.86
Cc1nnc2ccc(N3CCN(c4ccccn4)CC3)nn12	2.12	/	1.81
CCOCCCNC(=O)CSc1nc2nc(C)c(Cc3ccccc3)c(C)n2n1	/	-133.3	/
COC(=O)c1cc(COc2ccc3ccc(=O)oc3c2)c(C)o1	-1.4	-23.1	-1.03
CC1(C)C(=O)N(OCc2ccccc2)C(C)(C)C(=O)N1OCc1ccccc1	-0.04	4.3	-0.45
O=C(CSc1nnc(C2CC2)n1Cc1ccccc1)N1CCN(S(=O)(=O)c2ccccc2)CC1	0.32	-61.5	0.78
Cc1c(Cl)cccc1N1C(=O)C(N2C(=O)c3cccc([N+](=O)[O-])c3C2=O)C1c1cccs1 (stereo not given)	-0.65	57.9	-0.12
O/N=C(\c1ccc(Cl)cc1Cl)c1ncc(C(F)(F)F)cc1Cl	-1.27	-6.2	-1.59
COc1ccc(CNC(=O)C(OC(=O)c2ccco2)c2ccc(OC)cc2)cc1 (stereo not given)	-0.21	-200.0	0.06
Clc1c(-c2nnc3n2CCC3)sc2ccccc12	2.23	/	1.27
N[C@@]12CCc3nonc3[C@]1(O)CC(c1ccccc1)=[N+]2[O-]	0.83	-24.2	0.29
Cc1c(Cl)c(C(=O)NC2C3CC4CC(C3)CC2C4)nn1C (stereo not given)	-0.87	4.8	-0.97
COc1cc2c(cc1NC(=O)C(C)N1CCN(S(=O)(=O)c3ccccc3[N+](=O)[O-])CC1)oc1ccccc12 (stereo not given)	0.69	5.1	-0.98
O=C1NC(=O)/C(=C\c2cn(Cc3ccccc3F)c3ccccc23)N1	/	0.0	/
Cc1cccc(C)c1Nc1nc2ccccc2o1	-0.57	28.6	-0.33
O=C(COc1ccc(S(=O)(=O)NCCc2ccccc2)cc1)N1CCCC1	0.45	12.5	1.14
CC(Oc1ccc(NC(=O)c2ccco2)cc1)C(=O)N1c2ccccc2CC1C (stereo not given)	-0.98	/	-0.31
C/C(=N\NC(=S)NCCc1ccccc1)c1ccc(C#N)cc1	2.15	-8.5	0.09
CC(C)Oc1ccc(C(=O)Nc2ccc(N3CCCC3)cc2)cc1	0.63	-37.1	-0.66
CC(C)(C)OC(=O)COc1cc(O)c2c(=O)cc(-c3ccccc3)oc2c1	-0.14	/	0.11
COc1cccc(CNC(=O)c2cc3ccccn3n2)c1	0.61	/	0.74
CCN(CC)CCNC(=O)c1cn(CC)c2ccc(S(=O)(=O)N(C)C)cc2c1=O	-1.14	/	-0.99
CCCC(CCC)=NNC(=O)CN(Cc1ccccc1)S(=O)(=O)c1ccccc1	0.07	30.0	0.14
Cn1c(=O)cc(SCC(=O)NCc2cccnc2)c2ccccc21	0.14	-42.9	0.29
O=C(Nc1c2ccccc2nc2ccccc12)C(Cl)(Cl)Cl	-0.46	6.7	-1.06
CC(=O)NS(=O)(=O)c1ccc(N=NN2CCCCC2)cc1	-0.14	36.8	0.27
Cc1ccc(S(=O)(=O)N2CCCC2c2nc3ccccc3s2)cc1 (stereo not given)	-0.47	25.0	-0.82
O=C(NC(=S)Nc1cccc2cccnc12)c1ccccc1	0.32	48.4	0.48
O=C(NCc1ccco1)c1nc2ncccn2n1	-0.42	-7.7	0.54
COc1ccc(C(=O)Nc2nc3ccccc3c(=O)[nH]2)cc1	-0.24	8.3	0.12
COc1ccc(/C=C/C(=O)NCc2nc3ccccc3[nH]2)cc1OC	/	-13.3	/
O=C(NCc1ccco1)c1ccc(Oc2ccccc2)cc1	1.91	-13.0	2.69
O=C(N/N=C/c1cccnc1)c1ccccc1[N+](=O)[O-]	-0.57	3.3	0.59
COc1ccc(Nc2nc(Cl)nc(NCc3ccco3)n2)cc1	2.18	/	-0.41
c1ccc2c(CNCCN3CCOCC3)cccc2c1	0.59	-3.2	0.63
O=C(CCN1CCN(Cc2ccccc2)CC1)Nc1ccc(OCc2ccccc2)cc1	-0.87	-110.7	-0.82
CCOC(=O)CCC(=O)OCC(=O)NC(C)C1CC2CCC1C2 (stereo not given)	-1	7.1	-0.27
CCc1cccc(C)c1NC(=S)N1CCCC1C(=O)O (stereo not given)	-0.01	/	0.17
CC1(C)CC(=O)C=C(NCCO)C1	-1.03	-100.0	-0.34
CCN(CC)C(=O)c1ccc2nc(-c3ccccc3)c(-c3ccccc3)nc2c1	0.26	66.7*	-0.72
COC(=O)c1sccc1NC(=O)CSc1ccccc1NC(=O)CNC(C)C	/	0.0	/
Brc1ccc(-c2nnc3sc(CNC4CCCC4)cn23)cc1	-0.34	36.6	-1.24
COc1ccc(-c2nnc(SCc3nnc(-c4ccccc4)o3)n2-c2ccccc2)cc1	-0.54	14.3	-1.58
CCOC(=O)c1c(NC(=O)Cn2cnc3sc(C)c(-c4ccccc4)c3c2=O)sc(C)c1C	-0.5	-27.8	-0.47
Cc1ccc(-n2c(C)nnc2SCC(=O)N2CCc3ccccc3C2)cc1C	-1.59	/	-1.52
COc1cc(SC)ccc1C(=O)N1CCCCCC1	2.3	5.3	2
O=C(c1ccco1)N1CCn2cccc2C1c1ccccc1 (stereo not given)	/	14.3	/
Cn1sc(NC(=O)c2ccc(Cl)cc2)nc1=O	-0.01	/	0.71

The closing 3 entries of the part before come first, to join the parts.
SMILES	SDO1 yeast rescue Rescue 24 h	Insulin prom inh	SDO1 yeast rescue
COc1cc(SC)ccc1C(=O)N1CCCCCC1	2.3	5.3	2
O=C(c1ccco1)N1CCn2cccc2C1c1ccccc1 (stereo not given)	/	14.3	/
Cn1sc(NC(=O)c2ccc(Cl)cc2)nc1=O	-0.01	/	0.71
CCC(C)NS(=O)(=O)c1ccc(F)c(C(=O)Nc2c(F)cc(F)cc2Br)c1 (stereo not given)	/	-142.9	/
CC(C)On1c(SC(C)C)nc2ccccc2c1=O	-0.1	-8.6	-0.14
CC1(C)CC(=O)C(C(c2cccnc2)C2C(=O)CC(C)(C)CC2=O)C(=O)C1	0.03	/	0.67
Cc1cc(C)n2nc(C(=O)OCC(=O)N3CCC3)nc2n1	/	11.1	/
O=C(Nc1nc(-c2ccccc2)cs1)NC1CCCCC1	-1.31	39.1	-1.88
COc1ccc(C(=O)/C=C2\NCC3c4ccccc4CCN3C2=O)cc1 (stereo not given)	-0.17	/	-0.4
CC(C)CC(=O)Nc1ccc(C(=O)NNC(=S)NC(=O)C2CCCCC2)cc1	1.36	-26.9	1.5
CCCCNc1cc(C)nc(NCc2ccccc2)n1	-0.52	/	-0.72
O=C1CCCc2c1cc(-c1ccccc1)n2-c1ccccc1	-0.69	-43.5	-1.18
COc1cc(CC(=O)N2CCc3ccccc32)cc(OC)c1OC	1.65	/	1
Cc1cccc(C)c1NC(=S)NC(C)CCc1ccccc1 (stereo not given)	-0.03	/	-0.28
Cc1sc2ncnc(SC(C)C#N)c2c1C (stereo not given)	-1.08	/	-0.94[11.8 µM]
COc1ccc(NC(=O)c2cc3n(n2)C(C(F)(F)F)CC(c2ccco2)N3)cc1 (stereo not given)	-1.26	37.5	-1.04
N#CCCN(C(=O)Nc1ccc(Cl)cc1)c1ccccc1	0.47	-14.3	0.59
CN(C)CCCN(C(=O)c1ccc2c(c1)CCCC2)c1nc2ccc(Cl)cc2s1	-0.8	/	-1.52
COc1ccc(S(=O)(=O)Nc2ccccc2C(F)(F)F)cc1	-1.28	-11.1	-1.64
C=CCc1ccccc1OCC(O)CN1CCN(c2ccc(OC)cc2)CC1 (stereo not given)	0.54	/	0.36
Cc1cc(C(=O)NNC(=S)NCc2ccco2)n(C)n1	0.08	-19.1	0.35
Cc1cc(C)c2cc(C)c3nnc(SCC(=O)NCc4ccc5c(c4)OCO5)n3c2c1	-0.36	-18.2	-0.7
CC(C)c1ccc(/C=C/C(=O)n2nnc3ccccc32)cc1	0.06	8.3	-0.36
